GLP-1R inv ag – qHTS of GLP-1 Receptor Inverse Agonists (Inhibition Mode) | Glucagon-like peptide 1 receptor (Homo sapiens), P43220 | HEK293 GLP-1R CRE-luciferase, luminescence, 24 h; GLP-1R form is constitutively active | Potency, µM (series often up to 38.3 µM), without a hit: at the highest dose activity change, negative = inhibition, hits mostly inhibitors | 1.6% of 410,000 active | AID 624417, 2012; note: % is set by controls: 0 for no effect and ±100 for the full control effect; nearly all actives have a fitted effect of over 55% in size
Target sequence (P43220 whole entry, looked up): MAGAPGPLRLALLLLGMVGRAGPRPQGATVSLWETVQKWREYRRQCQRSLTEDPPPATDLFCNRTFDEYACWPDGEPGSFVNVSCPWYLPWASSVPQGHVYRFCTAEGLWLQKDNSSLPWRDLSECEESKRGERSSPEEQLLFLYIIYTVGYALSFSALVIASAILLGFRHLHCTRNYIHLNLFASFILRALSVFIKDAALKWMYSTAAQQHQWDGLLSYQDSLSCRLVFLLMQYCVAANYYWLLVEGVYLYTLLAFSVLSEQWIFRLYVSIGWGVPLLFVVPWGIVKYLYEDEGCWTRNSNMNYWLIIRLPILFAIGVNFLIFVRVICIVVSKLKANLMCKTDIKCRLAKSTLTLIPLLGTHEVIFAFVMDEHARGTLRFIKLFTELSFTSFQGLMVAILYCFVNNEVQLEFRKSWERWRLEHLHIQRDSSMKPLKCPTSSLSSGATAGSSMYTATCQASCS
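GLP-1R inverse agonism mode: basal reporter luminescence in engineered HEK293 cells measured after one day of compound exposure at 37 deg C, with a 12 min room-temperature detection step.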
HEK293 tox – qHTS of GLP-1 Receptor Inverse Agonists: Cytotox Screen. Potency, µM (series often up to 38.3 µM), for the others: at the top dose activity change, negative = inhibition, actives largely listed as inhibitors. 0.13% of 410,000 active. HEK293 cAMP-luciferase reporter cells, luminescence, 24 h;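 note: loss of luciferase light is scored as toxicity; % is set by controls: 0 for no effect and ±100 for the full control effect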
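To flag toxic compounds, the library was rerun on cells for 24 hr at 37 deg C and 5% CO2. Viability-linked luminescence was captured 12 min after adding luciferase detection reagent.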
KB-V1 cytotox – qHTS assay for MDR1-selective chemotherapeutics: Primary screen using the drug-selected MDR subline cells KB-V1 | KB-V1 MDR cells viability, CellTiter-Glo, 72 h | Potency, µM (top dose mostly 46.1 µM), without a hit: at the highest dose activity change, negative = cytotoxicity, usual class: cytotoxic | 3.4% of 400,000 active | AID 1347076, 2019; note: % is set by controls: 0 for no effect and ±100 for the full control effect; nearly all actives have a fitted effect of over 60% in size
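KB-V1 MDR subline cells in DMEM (phenol-red free, 10% FBS) exposed to compounds in qHTS concentration series for 72 h at 37 degrees C. Viability read by CellTiter-Glo luminescence; concentration-effect curves fitted after normalization and correction.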
GLP-1R agonist – qHTS of GLP-1 Receptor Agonists | AID 624172, 2012 | Potency, µM (titrated, usually from 45.6 µM), for the others: at the top dose activation, usual class: activators | 0.007% of 380,000 active | Glucagon-like peptide 1 receptor (Homo sapiens), P43220 | HEK293 GLP-1R CRE-luciferase, luminescence, 4-6 h; cells express a hypersensitive GLP-1R form; note: % of control where 0% means no effect
TDP-43 yeast inh – qHTS of TDP-43 Inhibitors | TDP-43 expressing yeast growth rescue, BacTiter-Glo, 24 h | Potency, µM (series often up to 46.1 µM), inactives show at the highest dose growth rescue (activation), actives largely listed as activators | 1.8% of 410,000 active | AID 652104, 2013; note: % of control where 0% means no effect; nearly all actives have a fitted effect of over 50% in size
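Luminescence from BacTiter-Glo reports growth of TDP-43-expressing yeast after 24 hr at 30 deg C with compound. Cells were raffinose-pregrown to mid-log, then seeded in galactose medium at OD600=0.02.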
SW480 rereplic – A quantitative high throughput screen for small molecules that induce DNA re-replication in SW480 colon adenocarcinoma cells | SW480 DNA re-replication, Hoechst DNA content imaging, 48 h | Potency, µM (doses to about 46.1 µM), for the others: at the highest dose re-replication activation, most hits filed as activators | 1.8% of 340,000 active | AID 624297, 2012; note: % of control where 0% means no effect; nearly all actives have a fitted effect of over 55% in size
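Image-based read-out: total Hoechst fluorescence of nuclei (405 nm excitation, 500-530 nm emission), with hits raising the fraction of high-intensity nuclei. SW480 colon cells incubated 48 hr with compounds at 37 C.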
HT1080-NT tox – qHTS for induction of synthetic lethality in tumor cells producing 2HG: qHTS for the HT-1080-NT fibrosarcoma cell line. Potency, µM (top dose mostly 46.1 µM), for inactives: at the top dose activity, negative = less viability, actives largely listed as cytotoxic. 1.6% of 360,000 active. HT-1080-NT fibrosarcoma viability, CellTiter-Glo ATP luminescence, 48 h;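 note: NT is the 2HG producing partner of a matched IDH1 knockdown line; 0% = DMSO-treated cells and -100% = media-only wells without cells; nearly all actives have a fitted effect of over 55% in size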
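Toxicity toward the 2HG-producing NT line was scored as %Activity, normalised to DMSO and no-cell wells, from CellTiter-Glo luminescence after 48 hours' treatment.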
KB-3-1 tox – qHTS assay for MDR1-selective chemotherapeutics: Primary screen using the parental adenocarcinoma cell KB-3-1 | KB-3-1 viability, CellTiter-Glo ATP luminescence, 72 h | Potency, µM (highest dose often 46.1 µM), for the others: at the highest dose activity change, negative = cytotoxic, usual class: cytotoxic | 1.4% of 400,000 active | AID 1347075, 2019; note: % is set by controls: 0 for no effect and ±100 for the full control effect; nearly all actives have a fitted effect of over 60% in size
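KB-3-1 parental drug-naive adenocarcinoma cells in DMEM/10% FBS, incubated 72 h at 37 C with pin-transferred compounds across a concentration series. Viability by CellTiter-Glo luminescence; concentration-response curves fitted after normalization.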
HT1080 IDH1KD tx – qHTS for induction of synthetic lethality in tumor cells producing 2HG: qHTS for the HT-1080-IDH1KD cell line; HT-1080 IDH1 knockdown viability, ATP luminescence, 48 h; Potency, µM (highest dose often 46.1 µM), without a hit: at the highest dose activity, negative = toxicity, actives largely listed as cytotoxic; 2% of 360,000 active;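 note: 0% = DMSO wells and -100% = cell-free medium wells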
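Luminescent ATP read-out (CellTiter-Glo, 10 min at room temperature) after 48 h compound exposure at 37 °C gave viability of IDH1-knockdown HT-1080 cells. Activity was normalised to DMSO and cell-free wells, then fitted as concentration-response curves.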
The depositor's hits bear a star; ? = inconclusive; . = not tested or not shown; & = joins results of further samples; [ ] = remark or other dose. Calls come from the whole dose curve; as a rule, active = well fitted curve in the direction sought with a large enough effect; inconclusive = small, poorly fitted or top-dose-only effect, or another doubt; inactive = no such curve, though single readings can be large; an effect the other way counts as inactive or inconclusive. Potency is the fitted concentration of half-maximal effect.

SMILES	GLP-1R inv ag	HEK293 tox	KB-V1 cytotox	GLP-1R agonist	TDP-43 yeast inh	SW480 rereplic	HT1080-NT tox	KB-3-1 tox	HT1080 IDH1KD tx
COc1ccc(-c2nc3c(Cl)cc(C(F)(F)F)cn3c2Cc2ccccc2C(F)(F)F)cc1OC	11.8%	-4.4%	0.0%	12.0%	0.0%	.	10.2%	?	15.2%
C[C@@H]1CN([C@H](C)CO)S(=O)(=O)c2ccc(C#Cc3ccccc3F)cc2O[C@@H]1CN(C)C(=O)Cc1ccccc1	?	-18.7%	?	28.4%	0.0%	.	?	?	?
CC1=CC(C)C2C(=O)N(c3ccccc3)NC(=O)C2C1 (centres undefined)	?	1.8%	15.6%	5.0%	6.9%	-5.8%	-16.1%	1.5%	-11.6%
CN(CC(=O)Nc1ccccc1C(F)(F)F)C(=O)c1cc(-c2cccs2)nn1-c1ccccc1	?	6.2%	?	1.5%	1.9%	-5.8%	4.6%	-1.5%	3.4%
COCCN(CCOC)C(=S)Nc1ccccc1	12.1%	-0.9%	-3.9%	5.8%	-4.7%	-10.2%	-11.0%	15.3%	11.4%
CCSc1nnc2n1C(C)(C)Cc1ccccc1-2	-5.6%	0.7%	4.2%	4.7%	?	?	2.1%	-0.1%	-1.2%
Cc1ccc(N2CCN(S(=O)(=O)c3nnc(NC(=O)c4ccco4)s3)CC2)cc1	11.1%	3.8%	-10.7%	-5.9%	9.3%	-3.0%	4.4%	0.0%	2.2%
Nc1nccc(SCc2ccccc2)n1	5.2%	-21.0%	19.5%	0.6%	15.8%	-2.6%	2.1%	29.1%	2.1%
COc1ccc(N=C(C)C2=C(O)c3ccccc3C2=O)cc1	36.7%	5.2%	?	-32.4%[inhibitor]	-18.8%	15.9%	6.4%	-3.9%	-1.7%
COc1ccc(CCNC(=O)CSc2nc(-c3ccc(F)cc3)cc(C(F)(F)F)n2)cc1OC	3.4%	6.5%	0.0%	-0.8%	2.3%	.	.	-17.0%	.
COc1cccc(NS(=O)(=O)c2cc3[nH]c(=O)c(=O)[nH]c3cc2C)c1	8.7%	3.7%	12.8%	-6.7%	7.6%	-5.1%	5.6%	1.1%	0.0%
Nc1nc(SCC(=O)O)[nH]c(=O)c1NC(=O)c1ccccc1F	0.5%	6.4%	1.2%	-0.7%	-11.5%	9.3%	-12.7%	-7.2%	-0.4%
Fc1ccccc1CSc1nnc(-c2cccnc2)o1	-0.1%	13.0%	-5.6%	30.0%	?	-5.9%	-1.0%	-6.3%	0.9%
Cc1cc(NC(=O)COC(=O)CCS(=O)(=O)c2ccc(C)c(C)c2)no1	?	24.4%	-0.3%	0.2%	16.0%	-1.1%	17.4%	8.3%	15.6%
C=CCC(C=C)[N+]1(CC(=O)OC)CCCCC1 (centres undefined)	3.7%	10.8%	-23.3%	6.5%	-13.7%	0.3%	12.3%	-4.5%	17.2%
CC(C)NC(=O)N(C)C[C@H]1Oc2c(NC(=O)Cc3ccccc3)cccc2C(=O)N([C@H](C)CO)C[C@@H]1C	8.2%	29.2%	6.3%	-4.5%	11.7%	3.0%	-1.9%	3.4%	-1.5%
COC(=O)Nc1ccc(SCC(=O)c2ccccc2)cc1	13.1%	-7.2%	3.5%	9.8%	6.5%[0.397 µM]	-7.4%	-0.1%	2.9%	-9.1%
Cc1ccc2[nH]c(C(=O)Nc3ccccc3)cc2c1	-18.3%	-3.7%	-3.4%	.	?	.	.	-1.8%	.
CCCCNC(=O)NS(=O)(=O)c1ccc(NC(=O)CCC(=O)c2cccs2)cc1	15.9%	9.8%	0.7%	-0.7%	-6.8%	-2.8%	-7.3%	-8.0%	-4.6%
CCNC(=O)C1CCCN(C(=O)Cc2ccc3ccccc3c2)CC1 (centres undefined)	27.6%	3.1%	0.0%	-4.1%	2.6%	.	10.1%	0.0%	10.6%
COc1ccc2nc(SC(C)C(=O)NCC(=O)Nc3ccc(F)c(F)c3F)[nH]c2c1 (centres undefined)	-8.6%	-8.6%	9.4%	-8.6%	-14.7%	-3.4%	3.1%	3.5%	-0.1%
O=C(O)c1cccnc1NC1CCCC1	1.5%	3.8%	-8.2%	0.0%	-21.1%	22.2%	-4.3%	1.1%	24.9%
COc1ccc(-c2nnc(NC(=O)C(C)C)s2)c(OC)c1	36.5%[activator]	-10.7%	24.1%	-0.2%	?	1.0%	6.5%	-1.6%	6.3%
COc1ccc(/C=C/C(=O)OCC(=O)NCc2ccco2)c(OC)c1	-6.9%	-9.2%	1.0%	-2.9%	25.2%	-30.6%	-3.4%	-10.2%	-0.3%
Cc1ccc(-c2csc(/C=C3/SC(C)C(=O)N3CC(=O)Nc3ccccc3F)n2)cc1 (centres undefined)	5.6%	2.3%	-18.5%	6.5%	-11.5%	?	12.5%	-8.3%	18.2%
O=S(Cc1ccccc1)Cc1ccccc1	0.1%	-4.6%	0.0%	-4.3%	31.5%	-1.9%	10.3%	0.0%	8.2%
c1cc2c(cc1C1=NNC(=NC3CC3)SC1)OCCO2	?	?	8.2µM*	-7.4%	-22.0%	4.11µM*	16.4µM*	?	11.6µM*
CCCCCC(=O)NC(=S)Nc1ccc(NC(=O)c2ccco2)cc1	-23.5%	?	11.4%	21.0%	-6.1%[0.397 µM]	2.1%	-18.2%	2.5%	?
COc1ccccc1CNc1ccc(-c2nc(-c3cccc(C)c3)no2)cc1[N+](=O)[O-]	13.6%	5.8%	-1.3%	.	-12.2%	.	.	-0.5%	.
Cc1ccccc1N(CC(=O)Nc1ccccc1C(=O)O)S(C)(=O)=O	0.0%	1.1%	-9.4%	1.8%	-9.6%	-3.4%	2.7%	0.9%	0.1%
Cc1ccc(C(=O)NCCCNC(=O)COc2ccc(C)c(C)c2)cn1	8.1%	6.1%	-17.5%	10.8%	-11.2%	-11.5%	-3.6%	-0.1%	0.7%
CCC(=O)N1CCc2cc(S(=O)(=O)NCCC(=O)NCc3ccccc3Cl)ccc21	14.5%&28.4%	0.6%&-2.8%	9.8%&1.8%	9.8%	13.7%&5.9%	0.8%	-5.3%	1.1%&-13.8%	-6.7%
CCOC(=O)NC(=O)/C(C#N)=N/Nc1ccc(F)cc1	3.8%	19.9%	13.0%	6.0%	13.0%	-1.2%	-1.3%	-2.1%	-5.1%
CCCCN(C(=O)CCNC(=O)NC12CC3CC(CC(C3)C1)C2)c1c(N)n(CCCC)c(=O)[nH]c1=O	?	-1.4%	9.9%	-0.4%	-6.8%	4.1%	-6.1%	-12.9%	-0.8%
COc1ccc(NC2=C(C(C)=O)C(c3ccc(OC)cc3)C(C(C)=O)C(C)(O)C2)cc1 (centres undefined)	-19.7%	-1.9%	-13.4%	12.1%	14.9%	2.3%	-16.3%	-14.5%	0.0%
O=c1c2ccccc2nc(/C=C/c2ccc([N+](=O)[O-])cc2)n1CCCO	?	-15.1%	20.6µM*	0.1%	6.7%	2.6%	1.5%	?	-10.7%
C=CCn1c(SCC(=O)c2ccc(Cl)s2)nc2ccccc2c1=O	6.2%	0.6%	?	-3.1%	5.6%	4.1%	-1.7%	-9.8%	-9.6%
Cc1cccc(C)c1Nc1nnc(SCC(=O)NCCCN2CCCC2=O)s1	20.1%	3.5%	?	-2.4%	16.4%	-1.2%	-3.9%	-22.3%	-0.1%
Cc1ncc(CO)c(/C=N/Nc2cccc(Cl)n2)c1O	6.9%	-7.6%	-5.9%	3.3%	4.1%	-0.6%	0.3%	17.9%	-8.2%
O=C(NC1CCCc2ccccc21)C(Cc1ccccc1)NS(=O)(=O)c1cccs1 (centres undefined)	-29.2%	-4.8%	8.2%	-5.4%	5.9%	4.6%	3.4%	9.7%	0.8%

Full records as entered above:
COc1ccc(NC2=C(C(C)=O)C(c3ccc(OC)cc3)C(C(C)=O)C(C)(O)C2)cc1 (centres undefined) as listed: GLP-1R inv ag: -19.7%; HEK293 tox: -1.9%; KB-V1 cytotox: -13.4%; GLP-1R agonist: 12.1%; TDP-43 yeast inh: 14.9%; SW480 rereplic: 2.3%; HT1080-NT tox: -16.3%; KB-3-1 tox: -14.5%; HT1080 IDH1KD tx: 0.0%
C=CCn1c(SCC(=O)c2ccc(Cl)s2)nc2ccccc2c1=O as listed: GLP-1R inv ag: 6.2%; HEK293 tox: 0.6%; KB-V1 cytotox: ?; GLP-1R agonist: -3.1%; TDP-43 yeast inh: 5.6%; SW480 rereplic: 4.1%; HT1080-NT tox: -1.7%; KB-3-1 tox: -9.8%; HT1080 IDH1KD tx: -9.6%

Carrying on.
SMILES	GLP-1R inv ag	HEK293 tox	KB-V1 cytotox	GLP-1R agonist	TDP-43 yeast inh	SW480 rereplic	HT1080-NT tox	KB-3-1 tox	HT1080 IDH1KD tx
Cc1cccc(OCCNS(=O)(=O)c2ccc(Cl)cc2)c1	?	2.2%	2.4%	7.1%	15.1%	-7.4%	5.4%	6.7%	0.3%
Cc1ccc(SCCNC(=O)c2ccccc2C)cc1	?	16.0%	?	7.3%	22.4%	3.6%	-5.6%	1.5%	-2.8%
Cc1cc(C(=O)Nc2ccc(N3CCOCC3)c3nonc23)ccc1[N+](=O)[O-]	11.7%	-23.9%	12.2%	23.1%	-0.5%	-15.5%	-18.0%	5.6%	-12.5%
Cc1ccc2c(CN3CCN(c4ccccc4F)CC3)cc(=O)oc2c1	21.2%	5.0%	6.5%	7.1%	21.3%	.	10.0%	0.1%	8.7%
Cc1cccc(Cn2c(SCc3ccc(C(=O)NCc4ccccc4)cc3)nc3cccnc32)c1	?	-3.8%	-7.0%	.	-2.3%	.	.	?	.
COc1ccc(OC)c(CN2CCN(C(=O)c3ccc(C)c(S(=O)(=O)Nc4ccccc4OC)c3)CC2)c1	?	-3.9%	0.0%	-1.4%	-13.4%	?	-25.3%	-4.6%	0.0%

Screens deposited in PubChem BioAssay by National Center for Advancing Translational Sciences (NCATS).
